INS promoter inh: inhibitors of insulin promoter-driven GFP, primary screen, imaging, TRM-6 cells (human fetal islet line), eGFP reporter, cell count; AID 1273, 2008; reporter expression induced with tamoxifen; actives 0.9% (n = 130,000); inhibition, % at 2 µM;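 active = inhibition above the mean plus 3 SD, with well images judged a real hit on visual review, cut at about 60% in these data, passing the limit was not always enough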
sdo1 growth: growth rescue of sdo1-depleted yeast, primary screen, S. cerevisiae, bone marrow failure model; S. cerevisiae sdo1-depleted JHY4D growth rescue, OD600 30 h; stronger effect = higher value; pdr5 snq2 efflux-pump mutant strain; z-score at 10 µM; actives 0.21% (n = 140,000); AID 817, 2007;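 active = z-score above 3 at both the 24 hr and the 30 hr optical density reads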;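 note: z-score against mean and SD of all compound wells on the same plate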
sdo1 growth Rescue 24 h: second read-out of sdo1 growth, no call of its own (marks repeat the call); z-score; S. cerevisiae sdo1-depleted JHY4D growth rescue, OD600; measured here: growth rescue at 24 h;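 0 is the plate mean of compound wells and units are plate SD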
Starred values were filed as active, the others as inactive; · = not tested or not shown. Only part of the results is shown. The share of hits here may be higher or lower than overall.

1) O=C(c1ccccn1)N(Cc1cccs1)C1(C(=O)NC2CCCCC2)CCCCC1
- INS promoter inh: -136
- sdo1 growth: ·
- sdo1 growth Rescue 24 h: ·

2) CCCCCCCCCCCCCCCC(O)C(N)CO (centres undefined)
- INS promoter inh: -59
- sdo1 growth: -0.52
- sdo1 growth Rescue 24 h: -0.08

3) CC(C)NNC(=O)c1ccncc1
- INS promoter inh: -23
- sdo1 growth: -0.16
- sdo1 growth Rescue 24 h: 0.27

4) N=c1nc(N2CCCCC2)cc(N)n1O
- INS promoter inh: 9
- sdo1 growth: 1.1
- sdo1 growth Rescue 24 h: 1.2

5) CCCC(=O)O[C@]1(C(=O)CCl)[C@@H](C)C[C@H]2[C@@H]3CCC4=CC(=O)C=C[C@]4(C)[C@@]3(F)C(=O)C[C@@]21C
- INS promoter inh: 32
- sdo1 growth: -0.72
- sdo1 growth Rescue 24 h: -0.55

6) CCCCN(CCCC)CCCOC(=O)c1ccc(N)cc1
- INS promoter inh: -5
- sdo1 growth: -0.33
- sdo1 growth Rescue 24 h: -0.09

7) COc1cc(C2Oc3cc(C4Oc5cc(O)cc(O)c5C(=O)C4O)ccc3OC2CO)ccc1O (centres undefined)
- INS promoter inh: 24
- sdo1 growth: 1.2
- sdo1 growth Rescue 24 h: 1.4

8) CC1(C)O[C@@H]2C[C@H]3[C@@H]4C[C@H](F)C5=CC(=O)C=C[C@]5(C)[C@@]4(F)[C@@H](O)C[C@]3(C)[C@]2(C(=O)CO)O1
- INS promoter inh: -19
- sdo1 growth: 0.88
- sdo1 growth Rescue 24 h: 1.1

9) CCCC(=O)O[C@]1(C(=O)COC(C)=O)CC[C@H]2[C@@H]3C[C@H](F)C4=CC(=O)C=C[C@]4(C)[C@@]3(F)[C@@H](O)C[C@@]21C
- INS promoter inh: -18
- sdo1 growth: 0.61
- sdo1 growth Rescue 24 h: -0.67

10) CC(=O)Oc1ccc2c(C)cc(=O)oc2c1
- INS promoter inh: 18
- sdo1 growth: 0.57
- sdo1 growth Rescue 24 h: -0.13

Among those listed so far, these have fluorine:
5) CCCC(=O)O[C@]1(C(=O)CCl)[C@@H](C)C[C@H]2[C@@H]3CCC4=CC(=O)C=C[C@]4(C)[C@@]3(F)C(=O)C[C@@]21C
- INS promoter inh: 32
- sdo1 growth: -0.72
- sdo1 growth Rescue 24 h: -0.55

8) CC1(C)O[C@@H]2C[C@H]3[C@@H]4C[C@H](F)C5=CC(=O)C=C[C@]5(C)[C@@]4(F)[C@@H](O)C[C@]3(C)[C@]2(C(=O)CO)O1
- INS promoter inh: -19
- sdo1 growth: 0.88
- sdo1 growth Rescue 24 h: 1.1

9) CCCC(=O)O[C@]1(C(=O)COC(C)=O)CC[C@H]2[C@@H]3C[C@H](F)C4=CC(=O)C=C[C@]4(C)[C@@]3(F)[C@@H](O)C[C@@]21C
- INS promoter inh: -18
- sdo1 growth: 0.61
- sdo1 growth Rescue 24 h: -0.67

Full records, looked up by structure:
`O=C(c1ccccn1)N(Cc1cccs1)C1(C(=O)NC2CCCCC2)CCCCC1` reads INS promoter inh = -136; sdo1 growth = ·; sdo1 growth Rescue 24 h = ·
`COc1cc(C2Oc3cc(C4Oc5cc(O)cc(O)c5C(=O)C4O)ccc3OC2CO)ccc1O` (centres undefined) reads INS promoter inh = 24; sdo1 growth = 1.2; sdo1 growth Rescue 24 h = 1.4

From PubChem
